# Bioassay records from PubChem BioAssay.
# NCOA3 inh = inhibitors of human steroid receptor coactivator 3 (SRC3); Q9Y6Q9; HEK293 GAL4-SRC3 luciferase reporter, luminescence; inhibition, % at 3.6 µM; 0.17% of 360,000 active;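 active means inhibition above a per-campaign cutoff, the mean of all compounds plus 3 SD, cut at about 60% in these data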;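 further: 0% = DMSO-treated cells and 100% = gossypol-treated cells at 36 µM; higher means less SRC3-driven luciferase light from the GAL4 reporter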
# NR5A2 inv ag = inverse agonists of human LRH-1 (NR5A2); AID 602396; HEK293T StAR-luciferase reporter, LRH-1 transfected, 24 h; inhibition, % at 3.6 µM; O00482; 0.13% of 360,000 active;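 active means inhibition above the mean inhibition of all tested compounds plus 3 SD, cut at about 73% in these data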;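 further: 0% = DMSO wells and 100% = reporter-only cells lacking LRH-1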
# Target sequence (O00482 whole entry, looked up): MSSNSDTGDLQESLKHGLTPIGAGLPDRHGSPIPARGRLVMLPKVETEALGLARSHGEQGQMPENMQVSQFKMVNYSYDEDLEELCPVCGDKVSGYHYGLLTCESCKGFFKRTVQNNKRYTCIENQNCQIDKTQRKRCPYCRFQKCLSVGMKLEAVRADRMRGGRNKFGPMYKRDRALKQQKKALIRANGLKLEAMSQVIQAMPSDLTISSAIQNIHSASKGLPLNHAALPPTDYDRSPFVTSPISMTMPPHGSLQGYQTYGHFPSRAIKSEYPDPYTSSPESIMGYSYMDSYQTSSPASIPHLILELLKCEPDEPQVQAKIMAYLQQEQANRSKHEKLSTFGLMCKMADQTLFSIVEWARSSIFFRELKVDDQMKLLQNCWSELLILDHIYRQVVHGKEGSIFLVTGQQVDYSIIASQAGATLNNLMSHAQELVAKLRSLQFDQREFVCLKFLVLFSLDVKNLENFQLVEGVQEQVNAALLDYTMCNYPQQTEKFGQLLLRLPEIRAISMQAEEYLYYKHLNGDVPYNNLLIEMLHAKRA
# SRC1 inh = inhibitors of human steroid receptor coactivator 1 (SRC1). inhibition, % at 3.6 µM. HEK293 GAL4-SRC1 luciferase reporter, luminescence. Q15788. 0.12% of 360,000 active;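 active means inhibition above the campaign mean plus 3 SD, with each screening campaign given its own cutoff, cut at about 60% in these data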;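 further: 0% = DMSO treated cells and 100% = gossypol at 36 µM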
# NCOA2 inhibitor = inhibits human steroid receptor coactivator 2. HEK293 GAL4-SRC2 luciferase reporter, luminescence. 0.17% of 370,000 active. Q15596. inhibition, % at 9 µM. AID 651957;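 active means inhibition above the mean inhibition of all tested compounds plus 3 SD, set per campaign, cut at about 52% in these data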;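 further: 0% = DMSO treated cells and 100% = cells given Gossypol at 36 µM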
# EBV LMP1 NFkB = reduces LMP1-driven NF-kappaB luciferase signal. inhibition, % at 12.5 µM. 0.69% of 350,000 active. LMP1-induced NF-kappaB luciferase reporter cells, luminescence; in the data active means inhibition above about 41%;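 further: 0% = neutral control wells and 100% = reference inhibitor control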
# KKLEB tox = counter-screen for CF NF-kB inhibitors: cytotoxicity; KKLEB CF airway cells viability, ATPlite luminescence, overnight; hits give low values; cells stimulated with P. aeruginosa culture filtrate; activity change (cytotoxicity), % at 5 µM; 0.36% of 360,000 active; AID 602141;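 active means corrected activity change at or below -50% at 5 µM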
# COUP-TFII inh = NR2F2 (human) inhibition, primary screen. HEK293T NGFI-A luciferase reporter, luminescence. P24468. inhibition, % at 8.6 µM. 0.7% of 370,000 active;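 active means inhibition above a per-plate cutoff, mean inhibition of test wells between control levels plus 3 SD, cut at about 38% in these data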;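 further: cells cotransfected with COUP-TFII expression vector driving the NGFI-A reporter; 0% = median of COUP-TF2 test wells and 100% = reporter-only cells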
# Target sequence (P24468 whole entry, looked up): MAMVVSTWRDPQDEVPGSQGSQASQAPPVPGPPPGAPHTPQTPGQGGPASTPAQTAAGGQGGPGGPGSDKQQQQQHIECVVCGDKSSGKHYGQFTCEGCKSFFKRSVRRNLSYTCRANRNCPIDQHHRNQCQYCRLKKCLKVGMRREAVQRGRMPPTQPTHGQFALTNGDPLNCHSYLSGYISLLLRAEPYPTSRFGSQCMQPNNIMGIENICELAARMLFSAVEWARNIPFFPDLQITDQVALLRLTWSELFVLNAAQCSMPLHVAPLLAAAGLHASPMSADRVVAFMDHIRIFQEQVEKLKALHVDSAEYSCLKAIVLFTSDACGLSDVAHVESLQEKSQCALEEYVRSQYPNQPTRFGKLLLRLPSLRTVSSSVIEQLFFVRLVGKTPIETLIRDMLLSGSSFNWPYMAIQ
# TROY NFkB inh = TROY signaling inhibition. AID 1347056. 0.98% of 360,000 active. inhibition, % at 10 µM. Q293 LMP1-TROYcd NF-kB luciferase reporter, 4 h;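 active means compounds whose plate-normalised and pattern-corrected inhibition of the luciferase reporter signal at the single screening dose is 50% or more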
# TWEAK-Fn14 inh = inhibitors of TWEAK-Fn14 interaction signaling. TWEAK-stimulated Fn14 reporter cells, luciferase luminescence, 8 h. inhibition, % at 10 µM. 2% of 360,000 active. AID 1159606; in the data active means inhibition above about 50%
# CF NFkB block = blocks PAF-induced NF-kB reporter in cystic fibrosis cells | KKLEB NF-kB-GFP reporter, GFP fluorescence overnight | AID 588850 | inhibition, % at 5 µM | 0.86% of 360,000 active;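 active means at least 50% inhibition at 5 µM, scaled per plate between neutral and stimulator controls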;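 further: PAF is a Pseudomonas aeruginosa culture filtrate used as stimulus; plate controls were PAF-stimulated DMSO wells for no effect and unstimulated DMSO wells for full effect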
# TRAIL sens C8 = caspase-8 TRAIL sensitization; inhibition (viability loss, TRAIL sensitization), % at 10 µM; NB7+C8 cells + TRAIL, ATPlite viability luminescence; 1% of 360,000 active;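 active means compounds causing at least 50% loss of cell viability in the single-dose screen, relative to plate controls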
# Active calls of the source: *; x = no result given. Outcome played no part in choosing rows; any-hit rate near 4.2%.
SMILES,NCOA3 inh,NR5A2 inv ag,SRC1 inh,NCOA2 inhibitor,EBV LMP1 NFkB,KKLEB tox,COUP-TFII inh,TROY NFkB inh,TWEAK-Fn14 inh,CF NFkB block,TRAIL sens C8
O=C(Nc1ccc(Cl)cc1)c1nc[nH]c1C(=O)NCCCCNC(=O)c1[nH]cnc1C(=O)Nc1ccc(Cl)cc1,1,-3,-30,-4,-1,-13,6,7,50,79*,43
CC1CN(C(=O)Cn2cnc3c2c(=O)n(C)c(=O)n3C)CC(C)O1 (stereo not drawn),-19,8,-11,-9,0,-5,2,-5,-8,-8,0
C=CCc1cc(Cl)ccc1OCCN1CC(C)OC(C)C1 (stereo not drawn),11,4,-22,5,-5,3,15,2,4,-4,-18
N#CC1(Nc2ccc3ccccc3c2)CCCC1,-64,-18,-36,-57,-12,-3,-14,18,27,-19,-4
Oc1ccc(Cl)cc1C1=Nc2ccccc2N=C(c2ccco2)C1,-1,-23,-25,-3,-8,-25,-4,26,21,3,7
O=C(COC(=O)/C=C/c1cccs1)NC(=O)Cc1ccccc1,4,-4,-20,4,-10,-2,-2,-1,3,-6,-8
c1ccc(CSc2nc3ncccn3n2)cc1,-97,-80,-86,-66,-16,8,-48,-20,-22,-1,-13
C=CCOC(=O)C1=C[C@H](c2ccc3c(c2)OCO3)C[C@H](OCCCCO)O1,-7,-25,-21,-28,-11,11,-4,-40,-24,-14,5
N#Cc1nc(-c2ccc(F)cc2)oc1N1CCC(C(N)=O)CC1,10,5,-4,1,1,-4,11,6,7,12,-7
CCOC(=O)c1c(NC(=O)Cc2ccccc2)sc2c1CCN(CC)C2,-15,-9,4,-26,-3,-8,6,-9,11,6,1
Nn1c(SCC(=O)Nc2ccc3c(c2)OCCO3)nncc1=O,8,2,-18,-12,-6,3,-8,-32,-4,11,-3
Cc1ccc(S(=O)(=O)Nc2nnc(C3CCCCC3)s2)cc1,3,-12,8,15,-14,6,-10,16,8,0,-1
Cc1cc(C)n(-c2ccc([N+](=O)[O-])cc2)n1,-9,18,-16,5,5,13,3,-2,20,14,-5
O=C(CN1CCN(S(=O)(=O)c2ccc(Cl)s2)CC1)N1CCOCC1,-8,8,2,7,0,5,3,-8,4,-2,4
CCOC(=O)N1CCN(C(=O)COC(=O)CSc2ccc([N+](=O)[O-])cc2)CC1,-4,11,-2,-21,-5,15,-9,-17,6,-15,-10

# Among those listed so far, 3 contain a thiophene ring, fused or not:
SMILES,NCOA3 inh,NR5A2 inv ag,SRC1 inh,NCOA2 inhibitor,EBV LMP1 NFkB,KKLEB tox,COUP-TFII inh,TROY NFkB inh,TWEAK-Fn14 inh,CF NFkB block,TRAIL sens C8
O=C(COC(=O)/C=C/c1cccs1)NC(=O)Cc1ccccc1,4,-4,-20,4,-10,-2,-2,-1,3,-6,-8
CCOC(=O)c1c(NC(=O)Cc2ccccc2)sc2c1CCN(CC)C2,-15,-9,4,-26,-3,-8,6,-9,11,6,1
O=C(CN1CCN(S(=O)(=O)c2ccc(Cl)s2)CC1)N1CCOCC1,-8,8,2,7,0,5,3,-8,4,-2,4

# (more compounds)
SMILES,NCOA3 inh,NR5A2 inv ag,SRC1 inh,NCOA2 inhibitor,EBV LMP1 NFkB,KKLEB tox,COUP-TFII inh,TROY NFkB inh,TWEAK-Fn14 inh,CF NFkB block,TRAIL sens C8
COc1ccc(CCNC(=O)Cn2nnc(-c3ccc(N(C)C)cc3)n2)cc1OC,-2,15,-11,-30,-2,-8,-5,3,-17,-6,7
C#CCN1C(=O)C(O)(c2c(C)[nH]c3ccccc23)c2ccccc21 (stereo not drawn),-1,8,-4,0,1,-10,5,38,22,5,-5
CNC(=S)N(CCc1c(C)[nH]c2ccc(C)cc12)Cc1cccnc1,5,6,0,0,-7,10,0,-20,-2,-2,-6
Cc1[nH]c2ccccc2c1/C=N/Nc1nc(N2CCCCC2)nc(N2CCCCC2)n1,13,-1,-12,-15,-8,23,-9,-3,32,-31,7
CC(C)C1C(=O)N(Cc2cn(CCC3OCCO3)nn2)CCS(=O)(=O)N1Cc1ccc(-c2ccc(F)cc2Cl)cc1 (stereo not drawn),-10,-21,-23,-14,x,9,25,15,19,27,-14
CCN(CC)CCCNC(=S)N1CCN(c2nc(-c3ccc(F)cc3)cs2)CC1,-15,-1,-2,1,2,-10,-3,-7,-11,13,13
Cc1nc2c(Cl)cccc2[nH]1,-11,11,9,-19,-1,10,-6,2,9,-13,6
CC(C)CNS(=O)(=O)c1ccc(CCC(=O)NC2CCCC2)cc1,10,1,7,9,-4,-3,10,-23,3,8,4
COc1cc(OC)cc(C(=O)NCCCCNC(=O)c2cc(OC)cc(OC)c2)c1,10,0,-18,-6,x,7,15,-23,12,-8,6
CCC(C)(C(=O)NC1CCCC1)N(C(=O)CC1NC(=O)NC1=O)c1c(C)n(C)n(-c2ccccc2)c1=O (stereo not drawn),9,2,6,1,9,2,6,0,33,5,3
O=C1NC[C@H](CCCCN2CCN(CCC3CCCCC3)C(=O)C2=O)N(CC2CCCCC2)C1=O,x,-9,x,-1,x,x,11,19,-13,x,-22
CN(C)CCC1CCN(c2cc(C#N)c(C#N)cc2[N+](=O)[O-])CC1,10,8,15,12,3,-4,-6,-15,-10,-8,36
COc1cccc(OCCNS(=O)(=O)c2ccccc2[N+](=O)[O-])c1,3,14,-22,-14,-3,6,-2,-12,-12,-18,-2
CCOC(=O)C1C(=O)C(=O)N(Cc2ccccc2)C1C(=O)OCC (stereo not drawn),-6,4,-5,9,6,1,6,-17,-12,-2,-11
O=C(NCC(c1ccco1)N1CCCCC1)c1ccc(COc2ccccc2)cc1 (stereo not drawn),18,2,5,12,-9,3,14,-1,-6,-11,9
CN(C)c1ccc(C(=O)N2CCCC(N3CCN(Cc4ccc5c(c4)OCO5)CC3)C2)cc1 (stereo not drawn),-16,19,9,8,3,-5,2,-7,-26,-14,-2
CC(C)OCCCn1c(=O)c2ccccc2n2c(CCC(=O)NCc3ccccn3)nnc12,3,2,8,24,2,-4,-3,-17,-6,8,-2
C[C@H](CO)N1C[C@H](C)[C@@H](CN(C)C(=O)Nc2ccccc2)Oc2c(cccc2N(C)C)C1=O,10,19,7,-17,-9,10,-11,5,6,-6,-6
CC(C)Oc1cccc(C(=O)NC(=S)NCc2cccnc2)c1,3,11,-21,8,-5,-1,0,3,-1,4,12
O=C(Cc1c(Sc2ccccc2)c2ccccc2n1Cc1ccccc1)NCCO,6,-9,1,-5,17,-1,13,19,18,-11,-4
Cc1cc(C)nc(SCc2nnc(SCC(=O)Nc3ncc(C)s3)n2Cc2ccco2)n1,14,10,10,8,-1,2,15,-4,1,7,5
O=C(CSc1ccc2c(c1)OCCO2)Nc1cccnc1Cl,9,-5,-26,2,-10,6,11,5,18,2,5
S=C(NCCc1ccccn1)NC1CC2CCC1C2 (stereo not drawn),-17,-22,-34,-35,-7,-17,-16,-19,-4,18,5
O=C1OCCC1Sc1nnc(-c2ccc(Cl)cc2)n1Cc1ccccc1 (stereo not drawn),9,19,-10,1,3,-1,11,-19,-25,8,-2
O=S1(=O)CC(N2CCN(Cc3ccccc3F)CC2)CN1Cc1cn(Cc2cccc(C(F)(F)F)c2)nn1 (stereo not drawn),x,25,x,-13,x,x,23,6,10,x,3
O=C(NC1CC1)c1cc2cc(Br)ccc2s1,-31,-78,-17,-20,6,-2,3,-23,-10,0,29
CC1CCCN(S(=O)(=O)c2ccc3oc(=O)ccc3c2)C1 (stereo not drawn),9,9,-33,-26,4,-34,-18,18,1,10,3
Cc1cc([N+](=O)[O-])ccc1NC(=O)c1ccco1,-3,3,12,8,-9,4,11,6,15,-10,-2
O=C(NCc1cccnc1)c1cnc2ccccc2n1,15,-7,-3,4,-5,-1,17,11,8,-4,-9
O=C(Nc1ccccc1)OCCCCOC(=O)Nc1ccccc1,10,-3,12,-12,5,-12,12,-20,-3,2,7

# 3 entries from above, sorted by the number in CF NFkB block, ascending.
SMILES,CF NFkB block
Cc1cc([N+](=O)[O-])ccc1NC(=O)c1ccco1,-10
C[C@H](CO)N1C[C@H](C)[C@@H](CN(C)C(=O)Nc2ccccc2)Oc2c(cccc2N(C)C)C1=O,-6
S=C(NCCc1ccccn1)NC1CC2CCC1C2 (stereo not drawn),18

# Other entries:
SMILES,NCOA3 inh,NR5A2 inv ag,SRC1 inh,NCOA2 inhibitor,EBV LMP1 NFkB,KKLEB tox,COUP-TFII inh,TROY NFkB inh,TWEAK-Fn14 inh,CF NFkB block,TRAIL sens C8
COc1ccccc1CNCC(=O)Nc1ccc(C#N)cc1,11,-2,-26,5,-7,-11,-8,-14,4,-2,-1
CN/N=C/c1ccc(C#N)cc1,1,6,-8,-17,-10,5,-4,-10,0,-17,7
CCOC(=O)C1=C(C)NC(C)=C(C(=O)OCC)C1c1ccc(OC)cc1,3,8,-3,-23,11,3,7,5,-8,-24,-7
COC(=O)c1ccc(COC(=O)C23CC4CC(CC(O)(C4)C2)C3)o1,2,-4,-7,-7,-19,23,-10,26,-2,-6,-1
Cc1ccc(NC(=O)COC(=O)Cc2ccsc2)c(C)c1,14,-8,15,11,2,-1,3,-4,-16,2,-2
CC(=O)c1ccc(NC(=O)C(C)OC(=O)C2CCN(c3ccc(C(F)(F)F)cn3)CC2)cc1 (stereo not drawn),-1,18,-15,-18,-3,-5,-3,13,-17,-6,-6
CN(C)C(CNC(=O)c1ccc(S(=O)(=O)N(C)C)cc1)Cc1ccccc1 (stereo not drawn),16,7,-4,-3,-5,-1,-12,7,12,0,-10
O=C(Nc1ccccc1C(=O)NCCN1CCOCC1)c1ccc(Cl)cc1Cl,-3,25,4,-16,3,1,-6,-12,3,5,-6
CCOCCCNC(=O)CN1CCN(Cc2ccccc2C)C1=O,-7,-12,12,-15,2,2,19,-22,7,13,-5

# Whole records, quoted from the list. Values in the order: NCOA3 inh	NR5A2 inv ag	SRC1 inh	NCOA2 inhibitor	EBV LMP1 NFkB	KKLEB tox	COUP-TFII inh	TROY NFkB inh	TWEAK-Fn14 inh	CF NFkB block	TRAIL sens C8
# CCOC(=O)C1=C(C)NC(C)=C(C(=O)OCC)C1c1ccc(OC)cc1 in the list: 3	8	-3	-23	11	3	7	5	-8	-24	-7
# CN/N=C/c1ccc(C#N)cc1 in the list: 1	6	-8	-17	-10	5	-4	-10	0	-17	7
# COC(=O)c1ccc(COC(=O)C23CC4CC(CC(O)(C4)C2)C3)o1 in the list: 2	-4	-7	-7	-19	23	-10	26	-2	-6	-1
# O=C(Nc1ccccc1C(=O)NCCN1CCOCC1)c1ccc(Cl)cc1Cl in the list: -3	25	4	-16	3	1	-6	-12	3	5	-6
# COc1ccccc1CNCC(=O)Nc1ccc(C#N)cc1 in the list: 11	-2	-26	5	-7	-11	-8	-14	4	-2	-1
